Compound activity (PubChem)
HDAC3 inh = blocks human histone deacetylase 3; recombinant HDAC3, fluorogenic peptide/trypsin coupled, fluorescence; inhibition, % at 8.3 µM; 320,000 tested, 0.15% active; in the data active = inhibition above about 26%, passing the limit was not always enough
RGS4 inh = inhibitors of human RGS4; P49798; HEK293 M3R/RGS4 inducible, Fluo-4 calcium flux; active compounds read high; triggered by carbachol at its EC20; B-score at 10 µM; 310,000 tested, 0.45% active; AID 463165;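 active = B-score, a plate-corrected calcium signal, over three deviations above library mean, with baseline fluorescence within five deviations of library mean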;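 also: RGS4 expression induced by doxycycline in cells with stable M3 receptor; B-score is computed from the integrated fluorescence ratio over baseline after carbachol; higher B-score means a larger calcium signal and so more RGS4 inhibition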
hERG rescue = hERG (human) protection from proarrhythmic block. activation (rescue from dofetilide block), less the hit threshold, % at 10 µM. CHO-hERG, FluxOR thallium flux, dofetilide IC70 present. 310,000 tested, 0.51% active. AID 1511. Q12809;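 active = activation above the mean of controls blocked by dofetilide plus 5 SD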;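 also: thallium influx through hERG after potassium depolarization seen as dye fluorescence rise; in these data hits start at about 4.7%; inactives centre near -7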
ANO1 activ = activators or potentiators of mouse TMEM16A chloride channel. HEK293 TMEM16A/YFP-H148Q/I152L, iodide quench fluorescence; active compounds read low. B-score at 10 µM. 340,000 tested, 0.3% active;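 active = fluorescence-ratio B-score plate-corrected deviation score at least 3 library SD below zero, with starting fluorescence score within 5 deviations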;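 also: channel opened by trigger with iodide after compound preincubation; score built on the fluorescence ratio of max minus min over baseline; more negative score means more quench and so TMEM16A activation or potentiation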
TMEM16A inh = blocks the mouse calcium-activated chloride channel TMEM16A; Q8BHY3; HEK293 TMEM16A/YFP iodide influx fluorescence, ionomycin; normalized B-score (activity score, 25-100; higher = stronger inhibition) at 10 µM; 310,000 tested, 1.2% active;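 active = ratio plate-corrected score three or more library SD toward inhibition, starting fluorescence score within five deviations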;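 also: score derived from kinetic fluorescence span divided by baseline fluorescence per well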
KCNQ1 inh = human KCNQ1 channel inhibition; 310,000 tested, 1.3% active; AID 2642; B-score at 10 µM; P51787; CHO-K1 KCNQ1, FluxOR thallium flux fluorescence; active compounds read high;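 active = compounds whose thallium flux B-score, printed positive for inhibition, exceeds three library SD while starting fluorescence stays within three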;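 also: channel opened by potassium depolarization with thallium stimulus after 20 min compound exposure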
Target sequence (P51787 whole entry, looked up): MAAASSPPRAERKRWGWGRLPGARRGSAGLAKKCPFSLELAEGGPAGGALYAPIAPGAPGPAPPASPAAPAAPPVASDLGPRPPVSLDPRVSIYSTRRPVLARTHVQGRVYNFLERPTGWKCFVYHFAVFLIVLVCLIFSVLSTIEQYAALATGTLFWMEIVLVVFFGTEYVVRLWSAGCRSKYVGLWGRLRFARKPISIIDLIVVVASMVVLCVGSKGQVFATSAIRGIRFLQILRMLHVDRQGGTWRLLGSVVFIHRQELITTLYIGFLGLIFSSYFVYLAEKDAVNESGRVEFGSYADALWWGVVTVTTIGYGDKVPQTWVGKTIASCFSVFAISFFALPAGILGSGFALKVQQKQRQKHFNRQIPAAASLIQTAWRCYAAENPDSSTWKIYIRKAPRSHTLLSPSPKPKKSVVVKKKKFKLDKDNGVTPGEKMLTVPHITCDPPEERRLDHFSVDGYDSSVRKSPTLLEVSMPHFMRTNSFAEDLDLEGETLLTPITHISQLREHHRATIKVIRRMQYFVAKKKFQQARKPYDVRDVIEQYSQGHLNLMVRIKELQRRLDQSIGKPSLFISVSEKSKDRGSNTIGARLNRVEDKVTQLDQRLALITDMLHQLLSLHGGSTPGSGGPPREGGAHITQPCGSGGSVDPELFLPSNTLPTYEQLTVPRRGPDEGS
SKKanGAS inh = blocks kanamycin growth of S. pyogenes SKKanGAS strain; BacTiter-Glo, 6 h; inhibition, % at 7.5 µM; 300,000 tested, 1.3% active; AID 1662;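 active = mean replicate score, as percent of positive control median, at least 50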;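 also: strain carries kanamycin resistance gene driven by streptokinase promoter and grows in 40 µg/ml kanamycin; loss of luminescence reflects streptokinase promoter inhibition or plain growth inhibition; 0% = median of DMSO wells and 100% = positive control at its reference dose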
KCNK3 block = human KCNK3 channel inhibition, primary screen. O14649. CHO-KCNK3 thallium flux, FluxOR fluorescence; active compounds read low. B-score at 10 µM. 340,000 tested, 0.84% active;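 active = B-score under library mean minus 4 SD, starting fluorescence ratio at most library mean plus 5 SD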;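 also: more negative B-score means stronger inhibition of thallium flux through KCNK3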
Target sequence (O14649 whole entry, looked up): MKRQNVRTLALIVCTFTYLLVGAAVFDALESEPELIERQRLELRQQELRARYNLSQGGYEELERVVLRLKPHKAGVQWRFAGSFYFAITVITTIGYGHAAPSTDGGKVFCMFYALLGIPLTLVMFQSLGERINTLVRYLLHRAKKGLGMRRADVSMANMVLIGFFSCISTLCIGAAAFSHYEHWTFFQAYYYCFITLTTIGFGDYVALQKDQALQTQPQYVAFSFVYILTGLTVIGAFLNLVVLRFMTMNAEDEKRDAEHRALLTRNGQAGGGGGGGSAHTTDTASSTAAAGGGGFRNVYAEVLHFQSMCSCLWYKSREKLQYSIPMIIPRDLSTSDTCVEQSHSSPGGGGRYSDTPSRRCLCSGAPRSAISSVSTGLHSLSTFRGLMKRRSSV
KCNQ1 pot = potentiators or activators of human KCNQ1 potassium channel; P51787; CHO-K1 KCNQ1, thallium flux FluxOR fluorescence; active compounds read high; B-score at 10 µM; 310,000 tested, 0.35% active; AID 2648;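 active = fluorescence ratio B-score, a plate-corrected score, at least three library SD, with initial intensity B-score within 5 SD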
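assay system = KCNQ1-transfected CHO-K1 cells | medium = assay buffer with matched DMSO | probe or stimulus = depolarizing K+/Tl+ stimulus, K2SO4 and Tl2SO4 each 12.5 mM in 5x stock | dosing = single dose | incubation = dye 90 min, compound 20 min, room temperature | detection = kinetic FluxOR fluorescence, 10 s baseline plus 110 s post-stimulus | evaluation = ratio B score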
RGS4 act = RGS4 potentiation or activation | HEK293 M3R/inducible RGS4, carbachol calcium flux Fluo4; active compounds read low | B-score at 10 µM | 310,000 tested, 0.92% active | AID 463111;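 active = B-score of the integrated calcium signal more than 4 SD below the library mean, with starting fluorescence not abnormally high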;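 also: negative B-score means reduced calcium response which marks RGS4 activation or potentiation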
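Assay system: Inducible-RGS4 HEK293 cells carrying M3 receptor | Schedule: Compound preincubation 20 min at room temperature before agonist | Signal: Kinetic calcium fluorescence imaging with Fluo4-AM dye, 2 µM | Read-out basis: B score from integrated fluorescence ratio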
KCNK9 block = human KCNK9 channel inhibition. Q9NPC2. HEK293 KCNK9, FluxOR thallium flux fluorescence; active compounds read low. B-score at 10 µM. 310,000 tested, 1.2% active;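 active = ratio B-score over 3 SD below the library mean, with starting fluorescence within 5 SD of its mean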;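 also: negative B-score means less thallium flux so channel inhibition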
* = called active by the depositor; i = inactive; . = not tested or not shown. This is a random part of the collection; any-hit rate near 6.3%.

No.	Structure	HDAC3 inh	RGS4 inh	hERG rescue	ANO1 activ	TMEM16A inh	KCNQ1 inh	SKKanGAS inh	KCNK3 block	KCNQ1 pot	RGS4 act	KCNK9 block
1	O=C(CN1CCOCC1)Nc1cccc(Cl)c1Cl	3	i	-10	i	i	i	.	i	i	i	i
2	CCOCCCn1c(=S)[nH]c2cc(C(=O)NC3CCCCC3C)ccc2c1=O (stereo not given)	5	i	-4	i	i	i	-8	i	i	i	i
3	COc1nccnc1NS(=O)(=O)c1ccc(NC(=S)NC(=O)/C=C/c2ccc(F)cc2)cc1	3	i	-16	i	i	i	18	i	i	i	i
4	COc1ccc(CC(=O)NC(C)c2nnc(SCC(=O)Nc3ccccc3F)n2C)cc1 (stereo not given)	-3	i	-10	i	i	i	-1	i	i	i	i
5	COC(=O)c1cccc(OCC(O)Cn2cnc3cc(C)c(C)cc32)c1 (stereo not given)	1	i	-7	i	i	i	-1	i	i	i	i
6	CC1CN(C(=O)N2c3ccccc3Sc3ccccc32)C(C)CC1=O (stereo not given)	4	i	5.3*	i	i	i	9	i	i	i	-8.1*
7	CNC(=O)/C(C#N)=C/c1ccc(-c2nc3ccccc3s2)o1	3	i	-6	i	i	i	-13	i	i	i	i
8	CC(=O)Nc1ccc(OCCC[n+]2ccccc2)cc1	0	i	-3	i	i	i	4	i	i	i	i
9	CCOC(=O)C1(Cc2cccc(Cl)c2)CCCN(C(=O)c2ccc(COC)s2)C1 (stereo not given)	2	i	-6	i	i	i	-4	i	i	i	i
10	CCN1CCCC1CNC(=O)c1csc2c1CCCC2 (stereo not given)	-4	i	4	i	i	i	-7	i	i	i	i
11	CC(=O)N1CCOc2ccc(S(=O)(=O)N3CCC(C(=O)NCc4ccc(F)cc4)CC3)cc21	-4	i	-9	i	i	i	-1	i	i	i	i
12	CCOc1ccccc1C1C(C(=O)Nc2ccccc2OC)=C(C)Nc2nnnn21 (stereo not given)	-1	i	-9	i	i	i	-1	i	i	i	i
13	C=CCn1c(COc2ccc(Cl)cc2)nnc1SCC(=O)N/N=C/c1cccc(O)c1	-3	i	-9	i	i	i	6	i	i	i	i
14	CC(C)(C)c1ccc(-c2noc(CNC(=O)c3ccco3)n2)cc1	-4	i	-10	i	i	i	-7	i	i	i	i
15	COC(=O)c1cc(C(=O)Nc2ccc(S(=O)(=O)NC(C)(C)C)cc2)cc([N+](=O)[O-])c1	9	i	-6	i	i	i	-1	i	i	i	i
16	Cn1c(N)c(C(=O)COC(=O)Cc2ccsc2)c(=O)n(C)c1=O	-4	i	-5	i	i	i	-3	i	i	i	i
17	CCn1cc(C2=NOC(C(=O)Nc3ccc4c(c3)OCO4)C2)c(C)n1 (stereo not given)	-5	i	-9	i	i	i	3	i	i	i	i
18	CN1C(=O)NC(c2ccccc2)C2=C1CN(c1ccc3ccccc3c1)C2=O (stereo not given)	6	i	-15	i	i	i	10	i	i	i	i
19	CCCCC(=O)NC(c1ccc(N(C)C)cc1)c1ccc2cccnc2c1O (stereo not given)	6	i	-7	i	i	i	5	i	i	i	i
20	Nc1ncccc1OCc1ccc(Br)cc1	.	i	-2	i	i	i	5	i	i	i	i
21	COc1ccc(-c2nnc(SCC(=O)N3CCc4ccccc4C3)o2)cc1	-2	i	-14	i	i	i	2	i	i	i	i
22	Cc1ccc(-c2noc(CCC(=O)NC3CCCC3)n2)cc1	0	i	-2	i	i	i	-4	i	i	i	i
23	O=C(COc1ccc(S(=O)(=O)NC2CCCCC2)cc1)NCc1ccccn1	5	i	-1	i	i	i	7	i	i	i	i
24	COc1ccc(-c2cc(C(=O)N3CCN(c4ccccc4)CC3)no2)cc1	8	i	-6	i	i	i	11	i	i	i	i
25	C/C(=N\N=C(/N)c1nonc1N)c1ccc2c(c1)OCO2	-1	i	-10	i	i	i	2	i	i	i	i
26	CC1CCc2c(sc(NC(=O)CCCn3cnc([N+](=O)[O-])n3)c2C(N)=O)C1 (stereo not given)	0	i	-10	i	i	i	-4	i	i	i	i
27	CC(=O)c1c(C)[nH]c(C(=O)OCC(=O)Nc2cc(Cl)ccc2[N+](=O)[O-])c1C	5	i	-6	i	i	i	-8	i	i	i	i
28	O=C(CC1Sc2ncnn2C1=O)Nc1ccccc1 (stereo not given)	9	i	-13	i	i	i	5	i	i	i	i
29	O=C(Nc1ccc2ccccc2c1)c1onc2c1CCCC2	-3	i	-4	i	i	i	-6	i	i	i	i
30	Cc1c(Cl)cccc1NC(=S)NNc1ncc(C(F)(F)F)cc1Cl	3	i	-11	i	25*	i	-3	i	i	i	i
31	CCOC(=O)c1c(O)c2ccccc2n(-c2ccccc2)c1=O	7	i	-3	i	i	i	-3	i	i	i	i
32	Cc1ccc(OCC(=O)Nc2nnc(S(=O)(=O)N3CCC(C)CC3)s2)cc1	0	i	-9	i	i	i	11	i	i	i	i
33	COCCN(Cc1ccccc1)C(=O)c1ccc2c(=O)n3c(nc2c1)CCC3	0	i	-5	i	i	i	-19	i	i	i	i
34	c1ccc2c(c1)CNC1(CCCCC1)C2	5	i	-5	i	i	i	-5	i	i	i	i
35	CC1=CC2=NC(=O)/C(=C\c3cccn3CCOc3ccccc3)C(=N)N2O1	17	i	-4	i	i	i	1	i	i	i	i
36	CCCCCC(=O)Nc1ccc(C(=O)COC(=O)Cn2cnc3c2c(=O)n(C)c(=O)n3C)cc1	-1	i	-9	i	i	i	-8	i	i	i	i
37	COc1ccc(C(=O)c2c[nH]c(C(=O)NCCCN3CCOCC3)c2)cc1	5	i	-8	i	i	i	-6	i	i	i	i
38	CCOC(=O)N1CCN(C(=O)CCCOc2ccccc2)CC1	1	i	-2	i	i	i	-10	i	i	i	i
39	OCc1nc2ccccc2n1CC(O)Cn1ccc2ccccc21 (stereo not given)	3	i	-7	i	i	i	5	i	i	i	i
40	CC(C)NC(=O)c1ccccc1NC(=O)/C=C/c1ccc([N+](=O)[O-])cc1	3	i	-4	i	i	i	-7	i	i	i	i
41	C=CCn1c(SCC(=O)N(CCOC)c2c(N)n(CC(C)C)c(=O)[nH]c2=O)nc2ccccc21	2	i	-13	i	i	i	-12	i	i	i	i
42	COc1ccc(CCN(C)C2CCCN(S(=O)(=O)N(C)C)C2)cc1OC (stereo not given)	-7	i	-3	i	i	i	-6	i	i	i	i
43	CCCNS(=O)(=O)c1cc(Cl)ccc1OC	1	i	-5	i	i	i	4	i	i	i	i
44	C/C=N\NC(=O)COc1cc(C)ccc1C	2	i	-16	i	i	i	-1	i	i	i	i
45	COc1ccc(C(=O)Nc2ccc3c(c2)nc(CCNC(C)=O)n3C)cc1	-3	i	-7	i	i	i	-4	i	i	i	i
46	Cc1cc(C)n(C(=O)CN(C)S(=O)(=O)c2ccc([N+](=O)[O-])cc2)n1	1	i	-10	i	i	i	-3	i	i	i	i
47	Cc1nn(C)cc1S(=O)(=O)N1CCN(Cc2cccc(Cl)c2)CC1	-12	i	-4	i	i	i	-2	i	i	i	i
48	CCOC(=O)c1cc(-c2ccc([N+](=O)[O-])cc2)nc2c1c(=O)[nH]c(=O)n2Cc1ccccc1	4	i	-7	i	i	i	1	i	i	i	i
49	Cc1ccnc(NC(=O)C2CCN(S(=O)(=O)c3ccc(Cl)c(C(F)(F)F)c3)CC2)c1	12	i	-7	i	i	i	0	i	i	i	i
50	COC(=O)CNC(=O)Cn1nc(C)c([N+](=O)[O-])c1C	-3	i	-9	i	i	i	-3	i	i	i	i
51	N#Cc1ccccc1Cn1c(=O)n(Cc2ccc(C(=O)NCc3ccco3)cc2)c(=O)c2sccc21	0	i	-1	i	i	i	9	i	i	i	i
52	COc1ccc(NC(=O)c2ccccc2Cl)cc1NC(=O)CN1CCOCC1	-5	i	-11	i	i	i	-5	i	i	i	i
53	CC(NC(=S)Nc1ccccc1Cl)C(c1cccs1)N1CCCC1 (stereo not given)	12	i	-6	i	i	i	-3	i	i	i	i
54	O=C(c1ccccc1F)N(Cc1ccccc1)Cc1ccccc1	-1	i	-9	i	i	i	7	i	i	i	i
55	CC(=O)Nc1ccc(NC(=O)CN(c2cccc(C)c2)S(C)(=O)=O)cc1	4	i	-1	i	i	i	4	i	i	i	i
56	COc1cc(NC(=O)CCC(=O)c2cccs2)cc(OC)c1	-1	i	-6	i	i	i	-7	i	i	i	i
57	CN1CCN(C(=O)/C(=C/c2cn(S(=O)(=O)N(C)C)c3ccccc23)NC(=O)c2ccccc2Cl)CC1	-4	i	-10	i	i	i	-3	i	i	i	i
58	CCOC(=O)N1CCN(S(=O)(=O)c2ccc(C(=O)Nc3nc4ccc(F)cc4s3)cc2)CC1	1	i	-4	i	i	i	6	i	i	i	i
59	O=C(NCCc1ccc(Cl)cc1)C1CCN(S(=O)(=O)c2ccc(Br)s2)CC1	1	i	1	i	i	i	7	i	i	i	i
60	CCN(CC)S(=O)(=O)c1ccc(Cl)c(C(=O)OC2CC(C)OC2=O)c1 (stereo not given)	4	i	-7	i	i	i	3	i	i	i	i

Remaining list, next part
No.	Structure	HDAC3 inh	RGS4 inh	hERG rescue	ANO1 activ	TMEM16A inh	KCNQ1 inh	SKKanGAS inh	KCNK3 block	KCNQ1 pot	RGS4 act	KCNK9 block
61	COc1ccc(C=O)cc1COc1c(F)c(F)cc(F)c1F	2	i	-11	i	i	i	5	i	i	i	i
62	COc1ccccc1CCC(=O)NC1CCCN(c2ccc(C(F)(F)F)cn2)C1 (stereo not given)	-15	i	-7	i	i	i	-4	i	i	i	i
63	CCCC(=O)Nc1nc2ccc(C(=O)OCC)cc2s1	-2	i	-5	i	i	i	-1	i	i	i	i
64	Cc1ccnc(NC(=O)CCC(=O)c2cc(C)sc2C)c1	-5	i	-7	i	i	i	-5	i	i	i	i
65	N#Cc1c(-c2ccccc2)cc(-c2ccccc2)nc1SCC(=O)O	-4	i	-13	.	i	i	2	i	i	i	i
66	CCCN(C(=O)CSc1n[nH]c(-c2ccc(OC)cc2)n1)c1c(N)n(Cc2ccccc2)c(=O)[nH]c1=O	5	i	-10	i	i	i	-13	i	i	i	i
67	O=C(c1ccc(Cn2cc(Cl)cn2)o1)N1CCN(Cc2ccc3c(c2)OCO3)CC1	6	i	-8	i	i	i	-3	i	i	i	i
68	COc1ccc(S(=O)(=O)N(CC(=O)NCc2ccccn2)Cc2ccccc2)cc1	-7	i	-5	i	i	i	-2	i	i	i	i
69	CC1(C)NC(=O)N(CN2C(=O)NC(C)(C)C2=O)C1=O	1	i	-7	i	i	i	-11	i	i	i	i
